eIF2B yeast act: modulators of yeast eIF2B activity | 0.91% of 27,000 active | inhibition, % at 25 µM (by protocol) | S. cerevisiae eIF2B-epsilon R284H, GCN4-lacZ luminescence | AID 688;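 active = mutant luminescence inhibited past about 50% while wild type luminescence and mutant growth stay under set limits, limit read from the data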; also: some compounds called inactive have numbers as strong as hits
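Material – yeast eIF2B-epsilon R284H mutant carrying GCN4–beta-galactosidase fusion · Medium – YPD yeast growth medium · Compound – one concentration, 25 µM, 0.25% DMSO · Times – 16 h at 30 °C exposure · Signal – Beta-Glo luminescence plus absorbance at 595 nm · Read-out – % inhibition of reporter signal and growth versus controls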
Yeast tox: Inhibitors of S. cerevisiae growth, toxicity; AID 685; S. cerevisiae wild-type growth, A595 turbidity, 16 h; 0.3% of 30,000 active; growth inhibition, % at 25 µM (by protocol);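 active = mutant and wild-type yeast strains alike exhibit over 30% growth inhibition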;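 also: 0% = untreated cell controls and 100% = YPD media blanks without cells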
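Incubation: 16 h growth with compound, 30 °C; Material: S. cerevisiae wild-type or eIF2Bepsilon-R284H mutant strain; Signal: turbidity measured as absorbance at 595 nm; Medium: YPD yeast growth medium; Measure: growth inhibition (%) versus cell controls and blanks; Doses: 25 µM single dose.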
Yeast tox inhibition %: recorded beside Yeast tox, whose call it bears; growth inhibition, %; S. cerevisiae eIF2Bepsilon-R284H mutant growth, A595 turbidity, 16 h;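 each compound tested once at 25 µM; 0% equals untreated cells and 100% equals cell-free medium blanks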
eIF2B yeast act mutant toxicity: also measured in eIF2B yeast act; calls as there; growth inhibition, %; measured here: mutant yeast growth, toxicity;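 each compound tested once at 25 µM; zero equals untreated control growth and 100 equals blank medium absorbance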
* = called active by the depositor; / = not tested or not shown. Only part of the results is shown; count on the stated rates, not on these rows.

entry | Compound | eIF2B yeast act | eIF2B yeast act mutant toxicity
1 | Cc1ccc2c(c1)nnn2C1CCN(CC(=O)c2ccc(Cl)cc2)CC1 | 6 | 11
2 | Cc1ccc(-c2cc3nc(-c4ccccc4)cc(N4CCOCC4)n3n2)cc1 | / | /
3 | CCn1cc(C(=O)NCc2cccnc2)c(=O)c2cc(F)c(N3CCN(C(=O)c4ccco4)CC3)cc21 | / | /
4 | O=[N+]([O-])c1ccc(N=Nc2ccc(O)cc2O)cc1 | 16 | 8
5 | COc1ccc(NC(=O)C2CCN(c3nc(C)nc4c3CCC4)CC2)cc1 | 23 | 4
6 | CC(C)c1nnc(NC(=O)CCC(=O)N2CCN(c3ccccn3)CC2)s1 | -2 | /
7 | CC(=O)Nc1ccc(-c2nnc(SCC(=O)n3c4c(c5ccccc53)CCCC4)n2C)cc1 | 6 | -37
8 | CN(C)CCCNC(=O)c1ccc(-c2ccccc2)cc1 | 5 | -10

entry | Yeast tox | Yeast tox inhibition %
1 | -14 | 11
2 | -30 | -18
3 | 4 | 8
4 | 26 | 8
5 | 8 | 4
6 | 8 | 0
7 | -58 | -37
8 | 20 | -10

Other structures follow.
entry | Compound | eIF2B yeast act | eIF2B yeast act mutant toxicity
9 | CC(=O)c1c(C)nn(CCC(=O)O)c1C | 27 | /
10 | CCc1ccccc1-n1c(SCC(=O)NC)nnc1-c1cccnc1 | 19 | 12
11 | Cc1cnc(NC(=O)CN(C)S(=O)(=O)c2ccc(Cl)cc2)s1 | 54* | /
12 | O=C(c1cccs1)N1CCN=C1SCc1cccnc1 | 22 | -7
13 | O=C(CSc1ccccn1)N1CCN(C(=O)CSc2ccccn2)CC1 | 5 | 5
14 | O=C(COC(=O)c1ccc(S(=O)(=O)N2CCOCC2)cc1)NC1CCCCCC1 | 22 | -21
15 | CN(c1ccccc1C(=O)Nc1ccc(S(=O)(=O)N2CCCC2)cc1)S(C)(=O)=O | 9 | 3
16 | CCN(CC)c1ccc(C2CC(=O)NC3=C2C(=O)CC(C)(C)C3)cc1 (stereo not drawn) | 27 | 15

entry | Yeast tox | Yeast tox inhibition %
9 | 13 | 0
10 | 12 | 12
11 | -13 | -4
12 | 37 | -7
13 | -2 | 5
14 | -3 | -21
15 | 7 | 3
16 | 25 | 15

The listing continues:
entry | Compound | eIF2B yeast act | eIF2B yeast act mutant toxicity
17 | CCCn1c(=O)[nH]c(=O)c2c1nc(-c1ccccc1)n2CCN1CCOCC1 | / | /
18 | CCOC(=O)N1CCC(C(N)=O)CC1 | -4 | -3
19 | N#Cc1cc(C(=O)c2cc(Br)ccc2O)cn(C2CCCCC2)c1=O | / | /
20 | Cc1ccc(NC(=S)NCC2CCCO2)cc1C (stereo not drawn) | 18 | -4
21 | Cc1ccc(NC(=O)c2ccccc2)s1 | 28 | /
22 | COC(=O)CSc1nc(-c2ccc(C)cc2)c2c(c1C#N)CCCC2 | / | /
23 | O=C(Cn1cnnn1)Nc1ccccc1Cc1ccccc1 | 17 | -9
24 | COc1cc(-c2cccs2)cc(=O)c2c(C)oc(C)c12 | / | /

entry | Yeast tox | Yeast tox inhibition %
17 | 18 | 11
18 | 2 | -3
19 | 15 | 2
20 | -16 | -4
21 | 31 | 0
22 | 12 | -11
23 | 2 | -9
24 | 18 | -14

(list continues)
entry | Compound | eIF2B yeast act | eIF2B yeast act mutant toxicity
25 | CCCCCCCCCC(=O)N/N=C(\C)c1cccnc1 | 24 | -10
26 | CC(NC(=O)Cc1ccc(F)cc1)C(c1cccs1)N1CCN(C)CC1 (stereo not drawn) | 31 | -4
27 | COc1ccc(OC)c(NC(=O)c2c(NC(=O)c3ccco3)sc3c2CCC3)c1 | -6 | -26
28 | COc1ccc(NCc2nnc(SCC(=O)c3ccc(C)cc3)o2)cc1 | 17 | 6
29 | O=C(O)CCC(=O)NCc1ccc(C(=O)O)cc1 | 8 | 17
30 | Cc1cccc(NC(=O)CCc2c(C)nc3ncnn3c2C)n1 | 26 | 13
31 | CC(C)Cn1c(-c2ccccc2F)n[nH]c1=S | / | /
32 | O=C1NCCCC2c3cc(O)c4ccccc4c3OC12N1CCCCC1 (stereo not drawn) | 22 | -27

entry | Yeast tox | Yeast tox inhibition %
25 | -1 | -10
26 | 20 | -4
27 | -5 | -26
28 | 9 | 6
29 | 10 | 17
30 | 18 | 13
31 | 2 | 11
32 | 29 | -27

3 records drawn at random from the list so far, as already listed:
entry | Compound | eIF2B yeast act | eIF2B yeast act mutant toxicity
30 | Cc1cccc(NC(=O)CCc2c(C)nc3ncnn3c2C)n1 | 26 | 13
26 | CC(NC(=O)Cc1ccc(F)cc1)C(c1cccs1)N1CCN(C)CC1 (stereo not drawn) | 31 | -4
32 | O=C1NCCCC2c3cc(O)c4ccccc4c3OC12N1CCCCC1 (stereo not drawn) | 22 | -27

entry | Yeast tox | Yeast tox inhibition %
30 | 18 | 13
26 | 20 | -4
32 | 29 | -27

Another view of some results above.
Results follow in this order: eIF2B yeast act | eIF2B yeast act mutant toxicity | Yeast tox | Yeast tox inhibition %
29) O=C(O)CCC(=O)NCc1ccc(C(=O)O)cc1
  8 | 17 | 10 | 17
30) Cc1cccc(NC(=O)CCc2c(C)nc3ncnn3c2C)n1
  26 | 13 | 18 | 13
31) CC(C)Cn1c(-c2ccccc2F)n[nH]c1=S
  / | / | 2 | 11
32) O=C1NCCCC2c3cc(O)c4ccccc4c3OC12N1CCCCC1 (stereo not drawn)
  22 | -27 | 29 | -27

Taken from above.
Result of entry 25 in eIF2B yeast act: 24
Result of entry 27 in eIF2B yeast act mutant toxicity: -26
Result of entry 29 in Yeast tox inhibition %: 17
Result of entry 31 in Yeast tox: 2
Result of entry 28 in Yeast tox: 9

(cont.)
entry | Compound | eIF2B yeast act | eIF2B yeast act mutant toxicity
33 | OCCn1c(Cl)nc2ccccc21 | 3 | /
34 | COc1ccc(-n2c(SCC(N)=O)nc3sc4c(c3c2=O)CCN(C)C4)cc1 | 15 | 16
35 | COc1ccc(OC)c(NC(=O)Cn2cc(C#N)c3cc(Br)ccc32)c1 | -21 | -32
36 | N#Cc1nc(COc2ccccc2)oc1N1CCC(Cc2ccccc2)CC1 | 15 | 15
37 | Cc1ccc2c(SCC(=O)NCc3ccco3)nc(-c3ccc(F)cc3)nc2c1 | 17 | -27
38 | CC(=O)c1sc(NC(=O)c2cc3c(C)nn(-c4ccccc4)c3s2)nc1C | 18 | /
39 | O=C(Nc1ccc2c(c1)OCO2)C1CCCCN1S(=O)(=O)c1ccccc1 (stereo not drawn) | / | /
40 | COc1ccc(-c2coc3cc(O)ccc3c2=O)cc1OC | 12 | 6

entry | Yeast tox | Yeast tox inhibition %
33 | 17 | 0
34 | 18 | 16
35 | -20 | -32
36 | -9 | 15
37 | -11 | -27
38 | -20 | 0
39 | 17 | 9
40 | -20 | 6

4 compounds already listed, sorted by molar mass, low to high.
entry | Compound | eIF2B yeast act | eIF2B yeast act mutant toxicity
36 | N#Cc1nc(COc2ccccc2)oc1N1CCC(Cc2ccccc2)CC1 | 15 | 15
39 | O=C(Nc1ccc2c(c1)OCO2)C1CCCCN1S(=O)(=O)c1ccccc1 (stereo not drawn) | / | /
37 | Cc1ccc2c(SCC(=O)NCc3ccco3)nc(-c3ccc(F)cc3)nc2c1 | 17 | -27
35 | COc1ccc(OC)c(NC(=O)Cn2cc(C#N)c3cc(Br)ccc32)c1 | -21 | -32

entry | Yeast tox | Yeast tox inhibition %
36 | -9 | 15
39 | 17 | 9
37 | -11 | -27
35 | -20 | -32

Additional results:
entry | Compound | eIF2B yeast act | eIF2B yeast act mutant toxicity
41 | Cc1[nH]c2ccccc2c1CN1CCc2ccccc2C1 | 16 | 6
42 | CCn1c(SCc2nc3ccccc3c(=O)[nH]2)nnc1-c1ccncc1 | 19 | 16
43 | COc1c(Cl)cc(Cl)cc1C(=O)Nc1ccccc1N1CCN(C(C)=O)CC1 | 9 | -13
44 | Cc1ccc(NC2=NC(c3ccccc3)n3c(nc(C)cc3=O)N2)c(C)c1 (stereo not drawn) | 34 | -17
45 | COc1ccc(-c2cc(CCCC(=O)NCCc3cc(OC)ccc3OC)no2)cc1 | -7 | -33
46 | CCOC(=O)N1CCN(C(=O)CCc2c(C)nc3nc(C)nn3c2C)CC1 | 28 | -5
47 | Cc1ccc(N(CCC#N)C(=O)CSc2ccc3c(c2)OCCO3)cc1 | / | /
48 | CCSc1oc(-c2ccco2)nc1S(=O)(=O)c1ccc(F)cc1 | 23 | -7

entry | Yeast tox | Yeast tox inhibition %
41 | -5 | 6
42 | 29 | 16
43 | -36 | -13
44 | 20 | -17
45 | 2 | -33
46 | 11 | -5
47 | 6 | 20
48 | 14 | -7

(more compounds)
entry | Compound | eIF2B yeast act | eIF2B yeast act mutant toxicity
49 | CNC(=O)CN(c1ccc(F)cc1)S(=O)(=O)c1cc(C)ccc1OC | / | /
50 | Cc1cc(NC(=O)c2cccc(S(=O)(=O)N3CCOCC3)c2)no1 | / | /
51 | CC1(C(=O)O)CCC(C(=O)N2CCOCC2)C1(C)C (stereo not drawn) | 23 | -9
52 | O=C(NCC1CCCO1)c1cccnc1Nc1ccccc1F (stereo not drawn) | 18 | /
53 | COc1ccc(C(=O)N2CCC(N3CCN(c4ccccc4)CC3)CC2)cc1 | / | /
54 | CCC(=O)N1CCc2cc(S(=O)(=O)NC(Cc3ccccc3)C(=O)NC3CCCCC3)ccc21 (stereo not drawn) | 12 | 12
55 | COc1ccc(NS(=O)(=O)c2ccc(S(=O)(=O)N3CCCC3)cc2)cc1 | / | /
56 | Cc1ccc(C(O)CN2C3=NCCCN3c3ccccc32)cc1 (stereo not drawn) | 19 | -15

entry | Yeast tox | Yeast tox inhibition %
49 | 27 | 9
50 | 3 | 15
51 | 8 | -9
52 | / | /
53 | -4 | -1
54 | 20 | 12
55 | 21 | 22
56 | 7 | -15

Screening data (PubChem BioAssay)
